High-throughput results: PubChem BioAssay, several laboratories
RGS7-Gao reg – human RGS7-Galphao interaction regulation. 220,000 tested, 0.35% active. Multiplexed bead flow cytometry, RGS7-Galphao binding; actives lie on both sides. AID 1439. binding response (% of control), % at 10 µM; in the data active means binding response below about 49% or above about 150%; inconclusive means no clear call, values can overlap the other calls; inactive means in between;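 further: fluorescent Galphao held in activated GDP-AlF4 state binding bead-coupled RGS7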
Target sequence (P09471 whole entry, looked up): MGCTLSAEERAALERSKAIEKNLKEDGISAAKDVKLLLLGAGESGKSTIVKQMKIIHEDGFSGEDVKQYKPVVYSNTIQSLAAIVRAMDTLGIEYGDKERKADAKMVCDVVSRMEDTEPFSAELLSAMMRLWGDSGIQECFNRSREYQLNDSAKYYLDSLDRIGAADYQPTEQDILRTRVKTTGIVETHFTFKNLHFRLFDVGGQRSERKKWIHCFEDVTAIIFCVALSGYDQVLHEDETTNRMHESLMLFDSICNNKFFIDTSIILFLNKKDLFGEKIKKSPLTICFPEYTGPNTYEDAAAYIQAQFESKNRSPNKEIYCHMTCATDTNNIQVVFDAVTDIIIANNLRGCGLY
Mcl1 Noxa PPI – Mcl-1/Noxa interaction inhibition; Q07820; TR-FRET Mcl-1/Noxa peptide binding, 2 h; inhibition, % at 21.7 µM; 220,000 tested, 1.5% active; AID 1022;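 active means compounds that cut the protein-peptide binding signal by more than 50% relative to plate controls in a single-dose test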;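 further: His-tagged Mcl-1 with rhodamine Noxa BH3 peptide and terbium anti-His antibody; 0% = Mcl-1 plus Noxa peptide wells and 100% = peptide-only wells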
Target sequence (Q07820 whole entry, looked up): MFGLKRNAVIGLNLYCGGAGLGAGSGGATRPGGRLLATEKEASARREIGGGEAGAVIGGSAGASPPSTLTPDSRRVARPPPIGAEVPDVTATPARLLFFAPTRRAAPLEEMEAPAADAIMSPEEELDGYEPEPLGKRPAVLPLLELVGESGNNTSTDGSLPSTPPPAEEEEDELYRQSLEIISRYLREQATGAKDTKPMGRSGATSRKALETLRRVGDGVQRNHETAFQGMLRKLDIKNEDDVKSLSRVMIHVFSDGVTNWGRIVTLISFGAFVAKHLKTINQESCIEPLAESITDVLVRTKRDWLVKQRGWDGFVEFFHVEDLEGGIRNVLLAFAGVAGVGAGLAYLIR
Bim-Bcl-XL – disrupts Bim peptide binding to human Bcl-XL; Q07817; 190,000 tested, 0.04% active; bead flow cytometry, fluorescence; inhibition, % at 10 µM
Bcl-B Bim block – disrupts Bim peptide binding to human Bcl-B | Q9HD36 | bead-based flow cytometry | inhibition, % at 10 µM | 190,000 tested, 0.073% active;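 further: 0% = tracer peptide without compound and 100% = reference inhibitor peptide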
Mcl-1 Bim block – inhibitors of Bim-Mcl-1 interaction, human | AID 1009 | inhibition, % at 10 µM | Q07820 | Bead-based flow cytometry, Bim peptide-Mcl-1 binding | 190,000 tested, 0.1% active;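 further: 0% = no compound tracer wells and 100% = peptide blocker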
RGS4-Gao reg – modulates binding of RGS4 to human Galphao; binding response (% of control), % at 10 µM; 220,000 tested, 0.33% active; Multiplexed bead flow cytometry; actives lie on both sides; P09471; AID 1415; in the data active means binding response below about 49% or above about 150%; inactive means in between;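 further: fluorescent Galphao activated with aluminum fluoride binding bead-coupled RGS4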
Bfl-1 Bim block – inhibitors of Bim-Bfl-1 interaction, human. AID 1008. inhibition, % at 10 µM. 190,000 tested, 0.12% active. Bead-based flow cytometry, Bim-Bfl-1 binding inhibition. Q16548;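 further: 0% = wells without compound plus tracer and 100% = blocker peptide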
Bcl-W Bim block – human Bim-Bcl-W interaction inhibition. Q92843. bead-based flow cytometry, Bim peptide-Bcl-W binding. inhibition, % at 10 µM. 190,000 tested, 0.02% active. AID 952;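 further: 0% = bound tracer without compound and 100% = peptide blocker; higher means less fluorescent Bim peptide bound to Bcl-W beads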
Bcl-2 Bim block – inhibitors of Bim-Bcl-2 interaction, human. P10415. Bead-based flow cytometry, Bim peptide-Bcl-2 binding. inhibition, % at 10 µM. 190,000 tested, 0.06% active; in the data active means inhibition above about 40%; inconclusive means no clear call, values can overlap the other calls;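 further: 0% = no compound wells with probe peptide and 100% = reference peptide inhibitor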
Target sequence (P10415 whole entry, looked up): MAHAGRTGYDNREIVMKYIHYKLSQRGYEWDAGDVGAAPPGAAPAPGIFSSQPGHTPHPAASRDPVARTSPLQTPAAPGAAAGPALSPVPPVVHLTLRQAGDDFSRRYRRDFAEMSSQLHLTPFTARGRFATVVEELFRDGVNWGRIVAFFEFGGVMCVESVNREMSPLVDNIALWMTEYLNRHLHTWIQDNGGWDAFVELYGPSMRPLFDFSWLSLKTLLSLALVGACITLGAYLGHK
RGS8-Gao reg – human RGS8-Galphao interaction regulation | P09471 | multiplexed bead flow cytometry, RGS8-Galphao binding; actives lie on both sides | response (percent of control binding), % at 10 µM | 220,000 tested, 0.34% active | AID 1423; in the data active means response below about 60% or above about 140%; inactive means in between;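 further: Galphao activated as the GDP aluminium fluoride complex binding bead-coupled RGS8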
Mcl1 Bid PPI – disrupts binding of human Mcl-1 to Bid peptide. inhibition, % at 21.7 µM. Q07820. 220,000 tested, 0.97% active. TR-FRET Mcl-1/Bid-Dy647 peptide binding, 1536-well;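 active means compounds that cut the binding signal by more than half at the single screening dose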;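 further: His-tagged Mcl-1 with europium anti-His antibody binding Bid BH3 peptide; 0% = Mcl-1 plus peptide wells and 100% = peptide-only wells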
Starred values were filed as active, the others as inactive; ? = inconclusive; . = not tested or not shown. Unless noted, no stated cut-off is given here; in the data, active means inhibition above about 40%.

SMILES	RGS7-Gao reg	Mcl1 Noxa PPI	Bim-Bcl-XL	Bcl-B Bim block	Mcl-1 Bim block	RGS4-Gao reg	Bfl-1 Bim block	Bcl-W Bim block	Bcl-2 Bim block	RGS8-Gao reg	Mcl1 Bid PPI
CS(=O)(=O)N(CC(=O)N1CCN(c2ccccc2)CC1)c1cc(C(F)(F)F)ccc1Cl	96	13	0	0	-1	92	1	2	1	99	-35
Cc1ccc(-c2cc(C(=O)N(C)Cc3cnn(C)c3C)c3cc(Br)ccc3n2)cc1	102	-11	-9	-13	-5	100	-9	-9	-9	101	9
COc1ccccc1C(=O)O/N=C1/CCCc2c1ccc(OC)c2[N+](=O)[O-]	99	-8	3	1	0	102	1	1	0	97	14
Cc1cc(NC(=O)/C(C#N)=C/c2ccco2)n(-c2ccccc2)n1	93	8	-7	-3	-2	91	-2	-3	-5	98	-23
COc1ccccc1C(=O)NCCn1cc(SCC(=O)NCc2ccco2)c2ccccc21	110	12	-6	-5	0	104	-13	0	-13	104	-18
OCc1nc2ccccc2n1Cc1c(F)cccc1Cl	?	1	.	.	.	93	.	.	.	93	-17
Cc1ccc(O)c(NC(=O)COc2cc(C)ccc2C)c1	103	-3	-4	0	-2	103	-2	-5	-3	104	-3
CCc1nnc(NC(=O)CSc2nnc(-c3ccccc3O)n2-c2ccc(C)cc2)s1	98	6	-6	-3	2	102	-10	0	-1	102	-32
COC(=O)CC1C(=O)NCCN1C(=S)Nc1ccccc1Cl (configuration not stated)	95	4	0	-4	0	101	-5	-3	-4	99	-4
O=C(c1cc2ccccc2o1)c1cccs1	99	-4	-1	-5	-1	99	-13	1	-9	99	-7
CCO/C([O-])=N/c1sn[n+](C)c1C	?	20	.	.	.	93	.	.	.	99	-23
O=C(Nc1nc2ccccc2[nH]1)c1ccccc1[N+](=O)[O-]	102	-8	-2	-2	2	103	0	1	0	102	-22
Cc1ccc(S(=O)(=O)N2CCOCC2)cc1NC(=O)CN1CCC(Cc2ccccc2)CC1	92	10	4	4	4	99	5	3	9	101	24
CCCCNC(NCCCC)=C(S(=O)(=O)CC)S(=O)(=O)CC	102	15	-5	-10	0	100	-9	4	-3	101	5
CCCCNC(=O)c1ccccc1C(=O)NCCCC	102	15	-2	-2	0	99	1	-1	0	103	5
Cc1cc(C)nc(CC(N)=O)n1	100	2	-2	0	6	101	-12	-1	-2	100	1
COc1ccc(/C=N/NC(=O)CCSc2nc3ccccc3s2)cc1OC	95	-8	-4	-7	-2	94	0	-2	-9	98	-46
CC(=O)NS(=O)(=O)c1ccc(NC(=O)c2cc(-c3ccc(C)cc3)nc3ccccc23)cc1	105	25	-6	-4	-4	103	-5	-2	-1	104	14
Cc1ccc(Nc2nc(OC(C(F)(F)F)C(F)(F)F)nc(N3CCOCC3)n2)cc1	99	-9	0	-4	-5	101	-5	-2	-2	100	1
COc1ccc(C2c3c(ncn(CCCO)c3=N)Oc3ccc4ccccc4c32)cc1 (configuration not stated)	?	14	.	.	.	100	.	.	.	101	2

The final 3 entries of the section before lead into the next.
SMILES	RGS7-Gao reg	Mcl1 Noxa PPI	Bim-Bcl-XL	Bcl-B Bim block	Mcl-1 Bim block	RGS4-Gao reg	Bfl-1 Bim block	Bcl-W Bim block	Bcl-2 Bim block	RGS8-Gao reg	Mcl1 Bid PPI
CC(=O)NS(=O)(=O)c1ccc(NC(=O)c2cc(-c3ccc(C)cc3)nc3ccccc23)cc1	105	25	-6	-4	-4	103	-5	-2	-1	104	14
Cc1ccc(Nc2nc(OC(C(F)(F)F)C(F)(F)F)nc(N3CCOCC3)n2)cc1	99	-9	0	-4	-5	101	-5	-2	-2	100	1
COc1ccc(C2c3c(ncn(CCCO)c3=N)Oc3ccc4ccccc4c32)cc1 (configuration not stated)	?	14	.	.	.	100	.	.	.	101	2
COc1ccc(CS(=O)c2nc(C)cc(C)c2S(C)(=O)=O)cc1 (configuration not stated)	107	14	-2	1	0	104	-4	-1	0	103	-4
O=C(N/N=C\c1cc(Cl)ccc1O)c1ccc(S(=O)(=O)N2CCCCC2)cc1	89	22	-5	-5	0	92	-15	-2	-10	96	-16
COc1ccc(OC)c(C2C(C(=O)c3cccs3)=C(O)C(=O)N2CCN(C)C)c1 (configuration not stated)	98	13	-3	0	-2	105	-1	-1	-2	99	-106
CCc1ccc(NC(=O)CCNS(=O)(=O)c2cccc3nsnc23)cc1	96	3	-2	-5	-4	90	-10	-4	-6	93	8
Cc1cc2ccccc2n1CCNCc1c(C(=O)N2CCOCC2)nc2ccccn12	?	-6	.	.	.	103	.	.	.	101	-113
Cc1cccc(C2N=C(N)Nc3nc4ccccc4n32)c1 (configuration not stated)	?	4	.	.	.	104	.	.	.	104	-20
Cc1ccc2[nH]c3c(=O)n(N)c(C)nc3c2c1	95	25	-3	0	0	98	0	2	0	101	5
Cc1cc(NC(=O)CCC(=O)N(c2ccccc2)C(C(=O)NC2CCCC2)c2cccs2)no1 (configuration not stated)	95	8	0	0	3	100	-1	1	4	99	3
CCN(CC)CCNC(=O)c1ccc(Sc2ccc(Cl)cc2)c(NC(C)=O)c1	105	-8	-2	-6	-4	104	-6	-1	-2	102	-3
Cc1ccc(NC(=O)c2ccc(F)cc2F)cc1NS(C)(=O)=O	?	-15	.	.	.	99	.	.	.	103	-6
CC(C)Cc1nc(Cl)c(C#N)c2c1CCC2	?	1	.	.	.	110	.	.	.	99	-9
C=CCNC(=O)c1cc2sccc2n1C	?	-5	.	.	.	77	.	.	.	95	-86
CCNC(=S)NNC(=O)CC(C)C	105	-15	0	-6	-3	106	1	-3	-2	105	-56
C/C(N)=C(/C#N)C(=O)CSc1n[nH]c(-c2ccccc2Br)n1	101	7	-3	-5	3	102	-17	2	-6	101	-18
O=C(NCc1ccccc1)c1ccc2nccnc2c1	126	-5	-1	-6	0	101	-7	3	-8	102	9
COc1cccc(-c2nn(-c3ccccc3)cc2CO)c1	108	-3	-13	-9	-6	106	-15	0	-13	103	-29
Cc1ccc(C2C3=C(CC(C)(C)CC3=O)OC3=C2C(=O)CC(C)(C)C3)cc1	101	11	0	-5	-2	102	-5	-1	0	100	-4
O=C1CN(c2ccc(Cl)cc2)C2(CCCCC2)S1	100	5	-3	-4	-4	101	-2	-2	0	100	-11
N#Cc1ccc(CSCC(=O)O)cc1	95	-1	0	-3	7	97	-15	3	-3	100	-28
O=C(Nc1ccc(C2=NCCN2)cc1)c1ccc(Cl)c(C(=O)Nc2ccc(C3=NCCN3)cc2)c1	?	57*	.	.	.	118	.	.	.	112	0
COc1ccc(C(=O)/C=C/c2ccc3c(c2)OCCO3)cc1	?	2	.	.	.	97	.	.	.	100	-4
O=C(NCc1cccs1)c1cccnc1SCCS(=O)(=O)c1ccc(C(F)(F)F)cn1	?	21	.	.	.	98	.	.	.	99	-8
O=C(CSc1ccc(-c2cccc([N+](=O)[O-])c2)nn1)N1CCCCCC1	98	4	0	-1	-2	104	-3	0	-3	101	-6
CC(/C=C/C1(O)C(C)CC(=O)CC1(C)C)OC1OC(CO)C(O)C(O)C1O (configuration not stated)	97	8	-4	-4	-3	98	-9	-2	-7	99	-5
COC(=O)C(C)(C)ONC(=O)Nc1ccc([N+](=O)[O-])cc1	?	14	-2	-3	0	100	-3	-2	-3	100	-24
NC(=O)c1ccc(NC(=O)c2cccc(Oc3ccccc3)c2)cc1	103	-1	-1	1	-2	93	-5	0	0	100	-7
CNC(=O)/C(C#N)=C/c1cn(CC(=O)OC)c2ccccc12	?	10	.	.	.	106	.	.	.	102	-26
O=c1c([N+](=O)[O-])c(NCCN2CCCCCC2)c2ccccc2n1-c1ccccc1	102	-4	-3	-3	0	103	0	0	1	104	-62
Cc1ccc(N(CC(=O)N=Nc2c(O)[nH]c3ccccc23)S(C)(=O)=O)c(C)c1	87	12	-5	0	1	95	-3	-2	0	99	-12
COc1ccccc1-c1nnc(SC/C(O)=C(\C#N)c2nc3ccccc3[nH]2)n1C1CCCCC1	101	-47	-9	-24	-6	97	2	-4	0	101	-44
CCNc1nc(Oc2ccc(C(=O)OCC)cc2)nc(SC)n1	98	1	-4	-6	-2	100	-1	-1	-3	103	-22
COC(=O)c1sc2ccc(C)cc2c1C(=O)OC	98	-4	-2	0	1	102	1	0	1	108	5
Cc1cccc(NC(=O)CSc2nnc(Cn3nnc(-c4ccccc4)n3)n2-c2ccccc2)c1	101	21	-2	-5	-1	100	-10	1	-9	100	-5
O=C(OCc1nnc(-c2ccccc2)o1)c1cccnc1Cl	100	-1	-4	-4	-2	104	-5	-2	-3	101	-9
NC(=O)C1CCN(C(=O)CN2CCCc3ccccc32)CC1	101	43	-1	-9	-7	100	-10	2	-5	101	-79
Cc1cccc2sc(N(CCN(C)C)C(=O)/C=C/c3cccs3)nc12	95	10	-8	-9	0	98	-3	-7	-2	100	-3
Cc1nnc(SCC(=O)Nc2nccs2)[nH]c1=O	100	-3	-3	-7	0	100	-10	-2	-6	100	-23
Cc1ccc(-c2noc(-c3ccccc3C(=O)NCC3CCCO3)n2)cc1 (configuration not stated)	100	-3	0	-1	3	99	-7	4	-4	102	-19
CNC(=O)CSc1nc2c(c(=O)n(C)c(=O)n2C)n1Cc1ccc(C)cc1	99	5	-15	-9	-5	98	-18	0	-9	102	-14
Cn1nnc2cc(NC(=O)N3CCN(c4ccccn4)CC3)ccc21	103	-7	-3	-7	0	103	-13	0	-7	101	-13
Cc1ccc(/C=C(\CCC(=O)O)c2nc3ccccc3s2)cc1[N+](=O)[O-]	98	27	-4	-5	-4	99	-1	-4	0	100	4
O=C1CCCC2=C1C(c1ccncc1)c1c(nc(SCc3ccccc3)[nH]c1=O)N2 (configuration not stated)	105	-6	-1	-1	0	102	-1	0	-1	102	-14
CCN(C(=O)CSc1ncn[nH]1)c1cccc2ccccc12	97	10	3	1	-1	99	1	0	4	99	-2
Oc1c(Br)cc(Cl)cc1C=Nc1ccccc1Br	101	21	-4	-4	0	101	1	0	-2	101	-26
COc1cccc(NC(=O)C2C3C=CC(O3)C2C(=O)NCc2cccnc2)c1 (configuration not stated)	103	3	-3	-7	0	100	-15	0	-9	103	4
CCN=C1S/C(=C\c2sccc2C)C(=O)N1CC	108	6	-9	-11	-3	108	-11	-8	-8	100	-39
O=C(COc1ccc(S(=O)(=O)N2CCc3ccccc32)cc1Cl)NCc1ccccn1	102	16	-4	-11	-1	101	-11	1	-7	106	-6
CC(=O)Nc1ccc(NC(=O)COc2ccccc2C(=O)Nc2cccc(Cl)c2Cl)cc1	94	-118	-5	-8	-3	94	-8	-2	-4	98	13
CC1(c2ccccc2)NC(=O)N(NC(=O)CSc2n[nH]c(N)n2)C1=O (configuration not stated)	?	-14	.	.	.	103	.	.	.	99	-24
Cc1nc(SCC(=O)Nc2ccc(OCc3ccccc3)cc2)n[nH]1	94	-4	-4	-1	-1	98	-7	-4	-2	98	-43
CCOC(=O)/C(C#N)=C1/C=Nc2ccccc2N1	99	3	0	0	-1	99	-3	1	-2	99	-41
CCCCS(=O)(=O)Nc1ccc2cn[nH]c2c1	100	17	-2	-1	0	101	-3	-1	0	100	-27
OCCNc1nc(-c2ccccc2)c2cc(Cl)ccc2n1	103	6	-3	-6	-3	105	-6	-5	0	100	-6
